Screens (PubChem)
NR3A LBD binder – binders of NR3A ligand-binding domain, primary screen, biophysical, differential scanning fluorimetry, uHTS; AID 1259313, 2017; 340,000 compounds, 2.5% hits; Glutamate receptor ionotropic, NMDA 3A (GRIN3A) ligand-binding domain; NR3A LBD differential scanning fluorimetry, Tm shift; 0% = protein alone, 100% = glycine-bound protein; Tm shift relative to glycine control, % at 25 µM;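 active means melting temperature shift of at least 10% of the positive control shift, at one fixed dose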
APJ antagonist – antagonists of human apelin receptor APJ, primary screen, CHO-K1 cells, beta-arrestin complementation, luminescence; inhibition, % at 20 µM; 330,000 compounds, 0.32% hits; AID 2521, 2010;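 active means inhibition above about 40% at 20 µM, limit read from the data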;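 further: cells challenged with 10 nM apelin-13 agonist together with compound; plate controls were apelin-13 plus DMSO wells for no effect and DMSO wells lacking apelin-13 for full effect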
Target sequence (P35414 whole entry, looked up): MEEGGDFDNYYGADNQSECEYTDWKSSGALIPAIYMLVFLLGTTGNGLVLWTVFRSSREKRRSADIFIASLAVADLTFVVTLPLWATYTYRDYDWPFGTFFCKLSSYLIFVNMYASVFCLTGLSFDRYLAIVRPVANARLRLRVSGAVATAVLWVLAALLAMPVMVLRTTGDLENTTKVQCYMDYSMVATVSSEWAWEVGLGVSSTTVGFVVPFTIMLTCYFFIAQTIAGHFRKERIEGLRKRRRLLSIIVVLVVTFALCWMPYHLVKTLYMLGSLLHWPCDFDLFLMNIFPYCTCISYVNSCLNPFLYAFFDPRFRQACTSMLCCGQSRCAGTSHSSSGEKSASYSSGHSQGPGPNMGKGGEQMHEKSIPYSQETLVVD
NALP3 yeast inh – NALP3 inflammasome inhibitors in reconstituted yeast, primary screen, luminescence, uHTS; Yeast reconstituted NLRP3/ASC/caspase-1, beta-gal luminescence, 24 h; inhibition, % at 10 µM; 330,000 compounds, 0.39% hits; AID 2825, 2010;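 active means inhibition of 50% or more; inactive means inhibition below 50%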;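 further: plate controls were induced DMSO wells for no effect and uninduced yeast grown without galactose for full effect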
APJ ag – agonists of human apelin receptor APJ, primary screen, CHO-K1 cells, PathHunter beta-arrestin, luminescence; P35414; 0% DMSO wells, 100% apelin; activation, % at 20 µM; 330,000 compounds, 0.11% hits; AID 2520, 2010;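 active means activation more than six SD over the plate average, tested at 20 µM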;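 further: 0% = DMSO alone and 100% = apelin-13 at 10 nM; some results filed as inactive read as strong as hits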
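Material: CHO-K1 APJ beta-arrestin complementation cell line; Input: cell density 1000 per well; Incubation: compound stimulation 90 min at 25 °C, detection 60 min; Signal: luminescence from split beta-galactosidase complementation, Galacton Star/Emerald II substrate; Controls: DMSO-only wells as negative, 10 nM Apelin-13 as positive control.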
tim23-1 inh – growth inhibitors of tim23-1 mutant yeast, primary screen, luminescence, uHTS. 330,000 compounds, 1.3% hits. S. cerevisiae tim23-1 growth, BacTiter-Glo luminescence, 24 h. inhibition, % at 20 µM;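 active means growth inhibition of the mutant yeast at or above 50%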;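 further: temperature-sensitive mutant grown at 25 °C; plate controls were DMSO-treated mutant yeast for no effect and medium wells lacking yeast for full effect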
tim10-1 inh – growth inhibitors of tim10-1 mutant yeast, primary screen, luminescence, uHTS | S. cerevisiae tim10-1 ts strain growth, BacTiter-Glo, 24 h | inhibition, % at 20 µM | 330,000 compounds, 2.2% hits | AID 463190, 2010;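 active means inhibition of at least 40%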;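 further: mutant grown at 25 °C; 0% = DMSO wells with yeast and 100% = wells holding no yeast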
beta cell repl – inducers of MIN6 beta-cell proliferation, primary screen, ATP luminescence, uHTS; 330,000 compounds, 0.29% hits; MIN6 cells proliferation, ATPlite luminescence, 48 h; cells starved in 0.2% serum; 100% = growth in 10% serum; proliferation, % at 10 µM;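 active means compounds whose signal lies at least 3.5 SD above the mean of all wells on their plate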;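 further: 0% = DMSO-treated cells in low-serum medium and 100% = 10% serum control; some compounds called inactive have numbers as strong as hits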
TIM10 inh – growth inhibitors of isogenic TIM10 control yeast, primary screen, counter-screen for tim10-1 yeast inhibitor project, luminescence, uHTS. S. cerevisiae TIM10 strain growth, BacTiter-Glo luminescence, 24 h. inhibition, % at 10 µM. 330,000 compounds, 1.4% hits;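 active means inhibition of 40% or more at the single tested concentration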;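 further: wild-type TIM10 isogenic control strain grown at permissive 25 °C; 0% = DMSO yeast wells and 100% = minimal medium wells without yeast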
MPTP inh – mitochondrial permeability transition pore inhibitors, primary screen, biochemical, isolated mouse mitochondria, absorbance; Ca2+ swelling absorbance, 30 min; inhibition, % at 10 µM; 360,000 compounds, 1.4% hits; AID 602449, 2012;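 active means inhibition of 50% or more, scaled per plate between neutral and stimulator controls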;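 further: 0% = DMSO wells given calcium and 100% = 1 mM EGTA wells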
The depositor's hits bear a star; x = not tested or not shown.

SMILES	TIM10 inh	beta cell repl	APJ antagonist	APJ ag	MPTP inh	NR3A LBD binder	NALP3 yeast inh	tim10-1 inh	tim23-1 inh
COC(=O)C(/C=N/OCc1ccc([N+](=O)[O-])cc1)NC(=O)c1cccc(Cl)c1 (stereo not given)	-6.9	-2.6	12.9	3.3	3.1	-1.7	15.5	13.2	15.9
NS(=O)(=O)c1ccc(CCNC(=O)c2ccc(Cl)c(S(=O)(=O)N3CCCCC3)c2)cc1	-3.2	0.9	6.5	-1.2	-1.0	-0.6	17.9	2.5	9.1
CC(NC(=O)CCn1nc(-c2ccc(Cl)cc2)ccc1=O)c1ccccc1 (stereo not given)	15.6	-1.7	0.4	-3.2	1.5	-4.2	1.1	1.6	20.9
COC(=O)c1c(NC(=O)COC(=O)CC(NC(C)=O)c2ccccc2)sc(C)c1C (stereo not given)	6.1	4.0	3.4	-7.1	-0.5	-0.7	18.2	-22.2	-12.2
Cc1ccccc1NC(=O)Cc1nnc(SCC(=O)Nc2ccccc2)n1C	8.3	-2.8	-4.0	2.9	-1.4	0.2	-0.8	4.0	6.2
CN1C[C@@H]2C[C@@H](c3cccn3-c3nccs3)N3CCC[C@@]23C1=O	-19.9	-0.4	6.9	-1.6	-0.8	-0.6	0.9	7.0	0.4
Cc1cc(C)c(NC(=O)C[N+](C)(C)CC(O)COc2cccc3ccccc23)c(C)c1 (stereo not given)	14.4	-3.4	0.7	-3.0	80.5*	-0.2	13.4	15.3	-7.4
c1ccc2c(c1)OCCOCCOCCOCCOCCOc1ccccc1OCCOCCOCCO2	23.1	-6.2	18.2	-3.4	0.9	-5.4	1.0	14.4	26.3
CCOc1ccc(NC(=O)c2cc(=O)[nH]c3ccccc23)cc1	-0.4	-3.4	-15.6	-4.0	-0.9	-1.7	9.5	-1.4	-2.9
O=C(NCc1ccccc1)C1c2ccccc2Oc2ccccc21	12.2	3.7	6.1	-4.5	-1.6	-0.7	14.1	-4.1	18.3
COc1ccc(S(=O)(=O)NCCC(C)C)cc1OC	3.4	-0.1	10.7	-0.6	0.8	-0.1	6.3	-7.3	4.1
O=C(N/N=C/c1ccncc1)c1cc2ccccc2o1	42.6*	-0.6	-1.6	-0.6	0.3	4.7	9.5	8.1	48.5
CC(C)(C)OC(=O)[C@H]1[C@H](c2ccc([N+](=O)[O-])cc2)C2(C(=O)c3ccccc3C2=O)C2c3ccccc3C=NN21 (stereo not given in full)	24.0	-2.2	-1.6	43.0*	-1.2	-6.4	4.6	16.9	33.6
O=C(Nc1ccc(-c2nc3ncccc3o2)cc1)c1ccc(Br)o1	19.1	-0.3	-10.2	6.1	-0.2	-6.6	44.0	2.2	9.7
O=C(NC1CC(=O)N(c2cccc(F)c2)C1)N1CCN(C(=O)c2ccco2)CC1 (stereo not given)	9.1	-0.2	5.2	8.6	-0.8	-0.5	17.9	2.7	-2.3

Printed as active in APJ ag, of those listed so far:
Molecule,APJ antagonist,APJ ag,MPTP inh,NR3A LBD binder,NALP3 yeast inh
CC(C)(C)OC(=O)[C@H]1[C@H](c2ccc([N+](=O)[O-])cc2)C2(C(=O)c3ccccc3C2=O)C2c3ccccc3C=NN21 (stereo not given in full),-1.6,43.0*,-1.2,-6.4,4.6

The list continues:
SMILES	TIM10 inh	beta cell repl	APJ antagonist	APJ ag	MPTP inh	NR3A LBD binder	NALP3 yeast inh	tim10-1 inh	tim23-1 inh
CCn1c(O)c(C=NC2CCCC2)sc1=S	7.2	-1.9	11.2	-3.2	2.4	-0.3	3.1	17.2	35.0
Cc1cccc(C(C)C)c1NC(=O)CSc1cccc[n+]1[O-]	10.4	-0.6	5.6	-2.2	0.3	0.4	11.7	-4.0	3.7
O=C(O)CSCC(=O)Nc1ccc(Br)c(C(F)(F)F)c1	10.4	-1.7	12.8	1.6	-0.3	0.5	19.9	-2.8	-11.8
CCN1CCN(S(=O)(=O)c2cc(C(=O)O)ccc2Cl)CC1	-11.1	-0.9	13.7	-1.8	-0.1	0.6	6.1	13.3	10.4
CCOP(=O)(OCC)C(Nc1ccccc1)c1cc(OC)ccc1OC (stereo not given)	17.2	0.6	0.5	-3.0	-0.1	3.0	-3.2	17.4	51.9*
CC1CC(C)CN(C(=O)C2CC(=O)N(c3ccc(F)cc3)C2)C1 (stereo not given)	2.0	-1.9	18.7	-1.6	-0.8	-0.4	12.1	-28.3	0.7
Cc1ccc(S(=O)(=O)N(CC(=O)NCC2CCCO2)c2cccc([N+](=O)[O-])c2)cc1 (stereo not given)	3.2	0.5	-10.4	-3.6	-0.3	-0.6	14.4	11.7	21.3
COc1cc(CN2CCCCCC2)cc([N+](=O)[O-])c1O	1.0	-1.5	1.1	1.3	0.3	-2.2	-28.7	-21.9	-3.6
Nc1c(C(=O)O)sc2nc(-c3ccccc3)cc(-c3ccccc3)c12	35.0	-5.9	-1.3	-2.5	12.0	-3.5	0.4	29.4	34.7
CC12CCC(=O)N1C(C(=O)O)Cc1c2[nH]c2ccccc12 (stereo not given)	-0.4	-1.9	16.4	-6.9	-1.5	0.1	-0.4	14.7	0.0
Cc1ccc(C2(C)NC(=O)N(CC(=O)Nc3cc(S(=O)(=O)N4CCOCC4)ccc3C)C2=O)cc1 (stereo not given)	-0.4	0.0	-6.7	5.2	-0.7	-0.1	8.3	2.5	23.2
O=C(NCc1ccco1)c1cc2cc3ccc(Cl)cc3nc2o1	16.1	0.0	18.1	5.7	16.6	0.7	19.2	16.2	-1.8
CCN(CC)c1ccc2cc(-c3nnc(-c4ccccc4)o3)c(=O)oc2c1	6.9	-0.3	-31.0	4.3	-3.1	31.6*	17.1	-7.5	4.2
Cc1cc(C(=O)Nc2nc3c(C)cccc3s2)c(C)o1	-6.9	-1.2	9.8	-2.8	-2.0	0.6	6.4	0.2	4.3
CCN(CC)S(=O)(=O)c1cccc(C(=O)OCC(=O)c2ccc3c(c2)NC(=O)CO3)c1	18.0	0.9	1.2	3.2	1.8	4.5	19.9	23.5	23.0
COc1ccc(CN(C(=O)CSc2nnc(-c3ccc(F)cc3)o2)c2ccc(F)cc2)cc1	39.5	-3.1	15.6	-5.8	2.4	-3.9	9.4	17.6	33.4
COc1ccc(/C(=N\Nc2ccccc2C(=O)O)c2ccccc2)cc1	4.8	0.2	22.4	-0.8	6.2	3.8	9.6	12.0	-5.9
COc1cc(OC)cc(C(=O)/C=C2\Sc3ccccc3N2C)c1	21.3	1.9	11.4	-3.5	0.0	-0.4	24.7	19.6	9.8
Cc1cc(C(=O)OCC(=O)N2CCCC2)c2ccccc2n1	-14.6	-2.0	5.8	-4.8	-2.2	0.4	6.7	1.0	1.1
CCc1ccccc1NC1=NCC(=O)N1C1CCCC1	16.9	0.7	6.3	-3.2	0.6	-1.4	-33.2	4.8	-7.8
Cc1cc(Cl)c(OCCCCNC(C)(C)C)c(Br)c1	2.4	-2.2	1.6	0.1	x	x	12.4	11.8	12.1
O=C(Nc1ccc(F)cc1)N1CCN(C/C=C/c2ccccc2)CC1	2.0	-3.0	-8.8	-7.4	0.9	0.8	20.1	21.6	9.6
CCSc1nnc2ccc(-c3cccs3)nn12	4.0	1.8	-15.9	-3.5	-1.8	-0.9	12.7	-9.7	9.6
COC(=O)C1CCN(C(=O)c2sc3nc(-c4ccccc4)cn3c2C)CC1	43.5*	2.8	-8.3	-2.9	0.9	2.5	12.2	48.2*	39.9
Cc1ccc(OCCCCN2CCCCC2)c(Br)c1	-10.1	4.5	0.2	-0.5	-0.4	-1.8	8.0	-34.9	16.7
Cc1nc2ccccc2c2nc3ccccc3n12	2.7	-0.7	3.6	-1.7	3.1	-1.1	6.7	38.4	21.7
COc1cc(OC)cc(-c2nc3cc(C)ccc3o2)c1	38.9	-0.3	10.4	-2.8	2.2	2.4	0.8	37.9	43.1
O=C(Cc1csc(N2CCOCC2)n1)N/N=C/c1ccccc1C(=O)O	-11.6	0.4	-4.3	-0.8	-0.9	0.5	4.1	-8.5	-1.2
Cc1cc(C)c(S(=O)(=O)N2CCN(S(=O)(=O)N3CCOCC3)CC2)c(C)c1	4.4	-2.5	13.6	-2.1	0.0	-2.1	19.5	11.1	11.9
CC(C)(C)OC(=O)CNC(=O)c1[nH]cnc1C(=O)NCC(=O)OCc1ccccc1	5.4	9.3	-8.4	6.9	0.0	-0.1	9.0	9.1	22.4
COc1ccccc1NS(=O)(=O)c1ccc(C)c(NC(=O)c2c(C)noc2C)c1	-3.7	1.7	-4.0	-0.5	1.3	-1.6	17.5	-0.3	7.3
Cc1cccc(OCC(O)CN2CCN(c3ccccn3)CC2)c1C (stereo not given)	97.6*	-2.1	10.9	-3.2	-1.0	4.0	8.8	-6.4	-6.0
CC1CN(Cc2ccccc2)c2nc3c(c(=O)n(C)c(=O)n3C)n2C1 (stereo not given)	-8.2	-1.2	4.8	-4.2	0.3	-0.2	12.5	-1.6	15.2
Cc1cccc(C(=O)O)c1NC(=O)c1ccc(F)cc1	-2.8	-0.8	6.9	-6.0	1.0	0.4	-1.9	4.5	9.0
CCOc1ccccc1N(C(=O)c1snc(C(N)=O)c1N)C(C(=O)NCc1ccccc1)c1ccc(O)cc1 (stereo not given)	-13.6	-0.5	-0.3	0.7	0.2	-2.0	11.6	3.8	11.4
Cc1cnc(NC(=O)C2CCCO2)s1 (stereo not given)	14.0	0.3	-12.6	-2.7	-0.3	-1.6	3.4	14.0	7.5
